Screening data deposited in PubChem by several laboratories.
Scp1 inh: Scp-1 phosphatase inhibitors, primary screen, biochemical, colorimetric, uHTS; AID 493091, 2011; inhibition, % at 20 µM; actives 0.88% (n = 340,000); Recombinant Scp1, phosphopeptide, malachite green phosphate absorbance; Carboxy-terminal domain RNA polymerase II polypeptide A small phosphatase 1 (Homo …;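 active = inhibition above about 50% at 20 µM, limit read from the data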;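 note: plate controls were DMSO wells with enzyme for no effect and wells lacking enzyme for full effect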
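Material: truncated SCP-1 phosphatase (76-261aa) / Buffer or medium: 50 mM Tris acetate pH 5.5, 0.005% Tween-20, 10 mM MgCl2 / Compound dosing: one concentration, 20 µM, with 1.0% DMSO / Incubation: 45 min room-temperature reaction, 5 min colour, 30 min stabiliser / Detection: colorimetric free-phosphate detection, absorbance 630 nm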
MLLE-PAM2 inh: inhibitors of PABP1 MLLE–PAM2 peptide binding, primary screen, biochemical, fluorescence polarization, FITC-PAM2, GST-MLLE. Polyadenylate-binding protein 1 (Homo sapiens), P11940. actives 0.36% (n = 360,000). inhibition, % at 20 µM; in the data active = inhibition above about 35%, passing the limit was not always enough;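 note: plate controls were DMSO wells with GST-MLLE for no effect and wells lacking GST-MLLE protein for full effect; some results filed as inactive read as strong as hits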
Target sequence (P11940 whole entry, looked up): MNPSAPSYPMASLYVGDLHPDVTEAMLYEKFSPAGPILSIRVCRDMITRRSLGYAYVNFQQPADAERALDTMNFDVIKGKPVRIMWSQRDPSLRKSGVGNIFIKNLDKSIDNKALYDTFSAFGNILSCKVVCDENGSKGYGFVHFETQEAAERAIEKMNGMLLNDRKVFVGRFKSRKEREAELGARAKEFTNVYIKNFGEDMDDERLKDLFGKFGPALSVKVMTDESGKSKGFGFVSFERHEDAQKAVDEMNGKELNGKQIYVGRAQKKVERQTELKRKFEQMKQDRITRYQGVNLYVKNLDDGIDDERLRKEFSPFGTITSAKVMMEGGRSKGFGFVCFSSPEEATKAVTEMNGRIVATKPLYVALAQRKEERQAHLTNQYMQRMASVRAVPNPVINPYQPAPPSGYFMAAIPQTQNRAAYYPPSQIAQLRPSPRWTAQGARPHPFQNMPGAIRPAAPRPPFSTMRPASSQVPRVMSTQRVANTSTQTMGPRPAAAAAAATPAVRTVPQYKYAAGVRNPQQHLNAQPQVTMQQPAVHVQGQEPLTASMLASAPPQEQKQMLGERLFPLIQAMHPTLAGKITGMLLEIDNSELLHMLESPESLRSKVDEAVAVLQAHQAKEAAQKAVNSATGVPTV
CSN deneddyl inh: inhibitors of CSN-mediated cullin deneddylation, primary screen, biochemical, fluorescence polarization, uHTS; inhibition, % at 12.5 µM; Purified CSN, SCF-Nedd8-OG deneddylation; actives 0.38% (n = 360,000); AID 651999, 2013;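 active = pattern-corrected inhibition above about 35%, with an unprinted fluorescence ratio check between 0.5 and 1.5, limit read from the data, passing the limit was not always enough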;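 note: 0% = enzyme with substrate and 100% = substrate without enzyme; some results filed as inactive read as strong as hits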
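Assay system: HEK293T-derived human Csn5 enzyme; quantity: 0.24 nM enzyme; medium: Tris/NaCl/DTT buffer, pH 7.5; also added: substrate SCFSkp2-Nedd8OG, 10 nM; doses: 12.5 µM compound; schedule: 90 min reaction at room temperature; signal: FP; read-out: % inhibition of substrate cleavage by Csn5; benchmarks: substrate-only high control, full reaction low control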
LMPTP block: LMPTP phosphatase inhibitors, primary screen, biochemical, fluorescence intensity, uHTS; Low molecular weight phosphotyrosine protein phosphatase (Homo sapiens), P24666; recombinant LMPTP-A, OMFP fluorogenic substrate; inhibition, % at 20 µM; actives 0.22% (n = 360,000);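 active = compounds that cut the enzyme signal by at least half of the control window in the single-dose screen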;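 note: plate controls were DMSO wells with enzyme plus substrate for no effect and substrate without enzyme for full effect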
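material = LMPTP-A | quantity = 0.625 nM enzyme | reagent = OMFP substrate, 400 µM final | buffer or medium = Bis-Tris pH 6.0, DTT, detergent | detection = endpoint fluorescence intensity from OMFP dephosphorylation | dosing = single 20 µM dose | read-out basis = % inhibition relative to no-enzyme and uninhibited control wells | control set = no-enzyme and uninhibited controls | timing = 50 min at room temperature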
DNMT1 inh: human DNMT1 methyltransferase inhibitors, primary screen, biochemical, molecular beacon, fluorescence, HinP1I cleavage, uHTS | inhibition (reported as % activation of signal), % at 10 µM | DNA (cytosine-5)-methyltransferase 1 (Homo sapiens), P26358 | actives 0.83% (n = 360,000); in the data active = inhibition above about 50%
NadD block: inhibitors of S. aureus NadD, primary screen, biochemical, colorimetric, uHTS; Nicotinate-nucleotide adenylyltransferase NadD (Staphylococcus aureus N315); inhibition, % at 20 µM; purified NadD enzyme, colorimetric absorbance read-out; actives 0.78% (n = 360,000); in the data active = inhibition above about 26%; note: some compounds past the cut are filed as inactive
SUMO1 PPI mod: modulators of SUMO1 protein-protein interactions, primary screen, biochemical, uHTS. Small ubiquitin-related modifier 1 (Homo sapiens), P63165. SUMO1 binding to a labelled peptide, TR-FRET, 1 h. inhibition, % at 20 µM. actives 0.33% (n = 360,000); in the data active = inhibition above about 37%
Target sequence (P63165 whole entry, looked up): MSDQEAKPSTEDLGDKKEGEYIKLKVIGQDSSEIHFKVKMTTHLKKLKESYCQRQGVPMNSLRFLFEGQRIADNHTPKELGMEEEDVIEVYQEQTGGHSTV
STEP inh: STEP phosphatase inhibitors, primary screen, biochemical, fluorescence intensity, uHTS; Tyrosine-protein phosphatase non-receptor type 5 (Homo sapiens), P54829; recombinant STEP, OMFP fluorogenic substrate; inhibition, % at 20 µM; actives 0.25% (n = 360,000); AID 588621, 2011;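 active = inhibition at 20 µM, scaled per plate between control wells, above about 37%, limit read from the data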;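 note: 0% = DMSO with enzyme and substrate and 100% = substrate only without enzyme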
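Measure: Control-normalized % inhibition with plate pattern correction | Test system: STEP phosphatase, cell-free reaction | Medium: pH 6.0 Bis-Tris with DTT and Tween 20 | Technique: Fluorescence, 480/540 nm | Times: Reaction 20 min, ambient temperature | Doses: Single compound dose of 20 µM, 1% DMSO final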
Tb MetRS inh: T. brucei MetRS inhibitors, primary screen, biochemical, luminescence; purified T. brucei MetRS, ATP depletion, Kinase-Glo luminescence; inhibition, % at 11.9 µM; actives 0.4% (n = 360,000); AID 624268, 2012;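 active = inhibition above a per-plate cutoff of the control wells' mean inhibition plus 3 SD, cut at about 5.5% in these data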;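 note: 0% = DMSO wells median and 100% = median of wells with control inhibitor compound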
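Assay system: T. brucei methionyl-tRNA synthetase, purified | Medium: HEPES buffer with MgCl2, KCl, DTT, spermine, BSA, pyrophosphatase | Compound: 11.9 µM single point | Incubation: 15 min enzyme-compound preincubation, 2 h reaction, 10 min detection, 25 °C | Measured by: Kinase-Glo luciferase luminescence reporting remaining unconsumed ATP | Measure: % inhibition normalized to control-well medians | Replication: Singlicate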
Rpn11 block: Rpn11 (PSMD14) deubiquitinase inhibitors, primary screen, biochemical, fluorescence polarization, uHTS; 26S proteasome non-ATPase regulatory subunit 14 (Homo sapiens), O00487; human 26S proteasome, Ub4-pepOG fluorescence polarization; 20S core pre-blocked with epoxomicin; calls only at 20 µM; actives 0.59% (n = 360,000);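 active = inhibition at 20 µM, scaled to each plate's controls, above about 33%, limit read from the data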
Target sequence (O00487 whole entry, looked up): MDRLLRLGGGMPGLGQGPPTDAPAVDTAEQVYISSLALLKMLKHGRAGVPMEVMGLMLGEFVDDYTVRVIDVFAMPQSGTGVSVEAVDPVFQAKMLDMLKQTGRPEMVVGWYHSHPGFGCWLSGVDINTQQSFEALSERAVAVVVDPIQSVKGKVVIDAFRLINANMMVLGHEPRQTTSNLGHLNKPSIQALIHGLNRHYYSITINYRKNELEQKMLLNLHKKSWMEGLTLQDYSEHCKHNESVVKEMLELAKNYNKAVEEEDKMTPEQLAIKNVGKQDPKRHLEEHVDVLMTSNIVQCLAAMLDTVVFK
* hit, by the source's call; i = inactive; x = not tested or not shown.

Results follow in this order: Scp1 inh, MLLE-PAM2 inh, CSN deneddyl inh, LMPTP block, DNMT1 inh, NadD block, SUMO1 PPI mod, STEP inh, Tb MetRS inh, Rpn11 block
1	O=C(NCC(c1ccco1)N1CCN(c2ccc(F)cc2)CC1)C1CCCCC1 (centres undefined)
→ -6, -9, -1, -1.2, 1, -1, 6, 3, -0.5, i
2	Cc1ccc(NC(=O)CN2C(=O)NC3(CCCCCC3)C2=O)cc1Cl
→ -10, -15, -2, 2.1, -26, -2, 3, -2, -0.3, i
3	NC(=O)c1ccc(NC(=O)C2CCCO2)cc1 (centres undefined)
→ -2, 6, 0, 0.2, -7, 3, 5, 1, -0.2, i
4	CC(C)n1ncc2c(C(=O)NCC(=O)Nc3ccccc3Br)cc(C3CC3)nc21
→ -2, 14, 0, 2.4, -3, -1, 0, 0, -0.5, i
5	CC1CCCC(CC(N)=O)CC1 (centres undefined)
→ -3, -7, 0, -0.7, 6, -1, 1, 0, -0.2, i
6	COC(=O)c1cc(NC(=O)C2COc3ccccc3O2)ccc1Cl (centres undefined)
→ -11, 1, -3, 0.2, -5, -10, -1, -3, -0.3, i
7	O=C1C=CC(=O)N1Cc1ccncc1
→ -5, 6, 5, -1.6, 4, -2, 3, 1, 0.2, i
8	O=Cc1ccc(Oc2cnccn2)cc1
→ -13, -8, 6, -0.4, 7, 2, -2, 0, -1.2, i
9	CC(=O)c1ccc(NC(=O)C(C)n2nc(-c3ccccc3)c3cc(Cl)ccc32)cc1 (centres undefined)
→ -12, 1, 1, 3.0, -14, 6, 1, 2, -0.1, i
10	O=C(CN(CCc1ccccc1)C(=O)CNS(=O)(=O)c1ccccc1)NCc1ccco1
→ -12, 2, 4, 0.1, -2, 0, -2, 0, -1.1, i
11	CCOC(=O)N1CCC(NC(=O)CC(NS(=O)(=O)c2ccc(Cl)cc2)c2ccco2)CC1 (centres undefined)
→ 0, 0, -7, -0.8, -2, -3, 0, -3, -1.9, i
12	O=C(O)c1ccccc1Nc1cccc(OCc2ccc3ccccc3n2)c1
→ 1, -13, 2, 1.5, 5, 18, 18, -1, 0.2, i
13	O=C(NC1(C(=O)NC2CCCCC2)CCCCC1)c1ccccn1
→ 2, 0, -1, -1.0, 1, 3, 1, 0, -1.6, i
14	CC(C)C(=O)Nc1ccc(C(=O)NNC(=S)NC(=O)c2ccco2)cc1
→ -16, -59, -3, -0.6, 13, -2, 2, -1, -0.9, i
15	CCn1c(CC(=O)Nc2ccccc2OC)nnc1SCC(=O)Nc1ccccc1F
→ -6, -11, 0, -1.0, -2, -2, 2, 4, 0.0, i
16	CCc1ccc(S(=O)(=O)Nc2cccc(C3OCCCO3)c2)cc1
→ -6, 1, -1, 0.3, 10, -5, 1, -1, -0.4, i
17	O=C1Nc2ccccc2-n2nnnc2C1N1CCN(c2cccc(C(F)(F)F)n2)CC1 (centres undefined)
→ x, x, -2, 1.7, x, x, 0, x, -0.2, x
18	COCCn1c(SCC(=O)Nc2cc(C)on2)nc2ccccc21
→ -14, -6, 3, -1.9, -1, -5, -1, -1, -0.8, i
19	O=C(CSc1nnc(CNc2ccc(F)cc2)n1Cc1ccccc1)N1CCOCC1
→ -1, -31, 1, -2.2, -2, -1, -2, 2, 0.3, i
20	Cc1cc(=O)[nH]c(SCC(=O)Nc2cc(S(=O)(=O)N3CCCC3)ccc2Cl)n1
→ -8, 16, 1, -0.7, -2, -3, -2, 4, -0.5, i
21	Cc1ccc(N2CC(C(=O)Nc3nnc(C(C)C)s3)CC2=O)cc1 (centres undefined)
→ -10, 0, 4, -1.2, 0, 9, 1, -2, -0.7, i
22	CCOc1ccc(N2C(=O)c3ccc(C(=O)OCc4c(C)noc4C)cc3C2=O)cc1
→ -5, 5, 4, 1.8, 4, -6, -5, -1, 0.1, i
23	O=C(CSc1ccccc1)Nc1cccc(S(=O)(=O)N2CCOCC2)c1
→ -10, 28, 5, -2.7, 0, -3, 1, 0, 0.6, i
24	O=C(Nc1ccc(N2CCOCC2)c2nonc12)C1CCCC1
→ -2, 10, 7, 2.6, -15, 5, -21, -1, -0.4, i
25	Cc1ccc(S(=O)(=O)N2[C@@H](c3ccc(Br)cc3)C(C(=O)O)=C[C@H]2CC2CCCC2)cc1
→ -11, -9, 8, 0.3, 13, 21, 15, 1, -0.3, i
26	CCN(CC)C(=O)c1c(C)nc2ccccn12
→ -8, -2, 2, -0.7, 0, 0, -1, 0, -1.5, i
27	CCN(CC)S(=O)(=O)c1ccc(N2CCOCC2)c(NC(=O)c2ccc3ccccc3c2)c1
→ -2, -8, -1, 1.7, -4, 1, -4, 0, -0.3, i
28	Oc1ccc(/C=N\Nc2cc(N3CCOCC3)nc(N3CCOCC3)n2)c(O)c1
→ -7, -8, 5, 1.6, -15, 7, 6, -1, -0.3, i
29	COc1ccc(N(C(=O)C2CCCCC2)C2C=CS(=O)(=O)C2)c(OC)c1 (centres undefined)
→ -4, 1, 2, -0.5, 2, 0, 2, 0, 0.1, i
30	O=C(Nc1cccc([N+](=O)[O-])c1)N(c1ccccc1)c1ccccc1
→ -5, -1, -1, 2.6, 0, 0, -33, 0, -0.5, i
31	CCNC(=O)C1CCCN(Cc2ccc(OCc3ccccc3)cc2)CC1 (centres undefined)
→ x, 6, 2, 0.4, -5, 1, -22, 1, -0.3, i
32	CCN(CC(=O)Nc1ccc(N2CCOCC2)cc1)C(=O)COc1ccccc1OC
→ -1, 17, 1, -0.6, -2, 0, 1, -4, -0.6, i
33	Cc1nnc2c(NC3CCCCC3)nc3ccccc3n12
→ -7, 8, -3, 1.3, 3, -3, 2, 0, -0.6, i
34	CC(=O)Nc1ccc(S(=O)(=O)N2CCSc3ccccc32)cc1
→ -7, 5, -5, 0.4, -4, -7, 2, -3, -0.3, i
35	O=C(O)c1ccccc1SCc1cn2cc(Cl)ccc2n1
→ -2, 6, 3, -0.8, 2, 3, 2, 0, -0.6, i
36	COc1cc2c3c(c1)/C(=C1/SC(NC(C)=O)=NC1=O)C(=O)N3C(C)(C)C=C2C
→ -3, 37*, 7, 1.3, 2, 6, -10, -2, -0.5, i
37	COc1ccc([C@H]2CC(=O)C=C(c3ccc(SC)cc3)C2)cc1OC
→ -14, 8, -3, 2.9, -5, 4, -22, 2, -0.2, i
38	COc1ccc(C(=O)O)cc1S(N)(=O)=O
→ -1, -13, -1, -1.4, 1, -2, 3, -2, -0.3, i
39	Cc1c(C(=O)NC(C)CN2CCCCC2)oc2ccccc12 (centres undefined)
→ -8, 12, 4, -1.6, 2, -1, 1, -3, -1.6, i
40	O=C(c1ccc(OC2CCN(CCc3ccccc3)CC2)cc1)N1CCC[C@H]1CO
→ 1, 1, 2, 1.1, -2, 0, 4, -1, -0.2, i
41	S=C(NCc1cccs1)Nc1cc(Cl)cc(Cl)c1
→ -15, 20, -2, 3.8, -5, -9, 7, 1, 23*, i
42	COC(=O)c1c(C)[nH]c(C)c1-c1ccccc1
→ -5, 5, 3, -0.4, 2, 2, -5, -2, -0.8, i
43	Cc1ccccc1S(=O)(=O)Nc1nc2ccccc2nc1Cl
→ -6, 3, 2, 0.2, 1, -4, -4, -2, 0.1, i
44	NS(=O)(=O)c1cccc(NC(=O)COC(=O)CSCc2ccccc2)c1
→ 0, 4, 1, -1.0, 0, 3, -1, -2, -0.2, i
45	CCOc1cc(NC(=O)C2CC2)c(OCC)cc1NC(=O)c1ccccn1
→ -17, -10, 2, 1.4, -10, -3, -6, -1, -0.7, i
46	O=C(CN(Cc1cccs1)C(=O)CNS(=O)(=O)c1ccc(F)cc1)NCC1CCCO1 (centres undefined)
→ -4, -17, 5, 1.2, -2, -1, 4, 1, -0.1, i
47	O=S(=O)(Nc1cc(Cl)ccc1-n1cncn1)c1cc(Br)ccc1Br
→ 17, 4, -1, 1.3, 5, 5, 8, 2, -0.2, i
48	COc1ccc(NC(=O)C(Sc2nnc3ccccn23)c2ccccc2)cc1Cl (centres undefined)
→ 6, -8, -13, -0.5, -20, 3, 2, 0, -0.3, i
49	CCOC(=O)c1[nH]c2cc(OC)c(OC)cc2c1NC(=O)c1nonc1C
→ -7, -13, -5, 0.2, 1, -4, -3, -2, -0.3, i

Only CSN deneddyl inh, Tb MetRS inh and SUMO1 PPI mod (two entries from above):
cpd	compound	CSN deneddyl inh	Tb MetRS inh	SUMO1 PPI mod
33	Cc1nnc2c(NC3CCCCC3)nc3ccccc3n12	-3	-0.6	2
34	CC(=O)Nc1ccc(S(=O)(=O)N2CCSc3ccccc32)cc1	-5	-0.3	2

Random draw from the library; about 3.6% have a hit in one of these screens.
